Assay outcomes: PubChem BioAssay, several laboratories
NS3 helicase inh – inhibitors of HCV NS3 helicase, primary screen, biochemical, Cy5 molecular beacon fluorescence | Hepatitis C virus NS3 helicase | AID 1800, 2009 | inhibition, % at 10.9 µM | NS3 helicase DNA unwinding | 0.56% of 290,000 active;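 active means inhibition above the mean of all tested compounds plus 3 SD, set per campaign, cut at about 35% in these data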;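 further: 0% = DMSO wells and 100% = thioflavine S control wells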
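test system = hepatitis C virus NS3 helicase domain fragment enzyme | reagent = annealed dual-labelled DNA beacon duplex, ATP-started | times = 1 h at 25 °C | detection = Cy5 fluorescence, 0 and 60 min reads | read-out basis = percent inhibition from t60/t0 fluorescence ratio | control set = DMSO and thioflavine S | replication = one well per compound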
FID counter – compounds displacing fluorescent DNA intercalator, primary screen, artefact control for HCV NS3 helicase inhibitor project, biochemical, FID fluorescence | DNA fluorescent intercalator displacement | inhibition, % at 7.9 µM | 0.17% of 290,000 active; in the data active means inhibition above about 37%;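 further: 0% = vehicle and 100% = reference compound; higher means more ethidium bromide displaced from hairpin DNA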
PHOSPHO1 block – PubChem AID 1565; Phosphoethanolamine/phosphocholine phosphatase (Homo sapiens), Q8TCT1; recombinant PHOSPHO1, absorbance phosphatase assay; inhibition, % at 13.3 µM; 1.1% of 290,000 active; in the data active means inhibition above about 60%
VIM-2 inh – VIM-2 metallo-beta-lactamase inhibitors, primary screen, biochemical, epi-absorbance readout, Pseudomonas aeruginosa enzyme | purified VIM-2, nitrocefin hydrolysis, epi-absorbance fluorescence | inhibition, % at 5.6 µM | 0.89% of 290,000 active | AID 1527, 2009;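 active means inhibition above the mean of all tested compounds plus 3 SD, cutoff set per screening run, cut at about 7.5% in these data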;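 further: red hydrolysis product quenches plate fluorescence so inhibitors raise well fluorescence; 0% = enzyme with DMSO and 100% = DMSO without enzyme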
pCIP destab – p/CIP-EGFP fusion destabilizers, primary screen, fluorescence, F442A cells | 16 h | decrease of EGFP signal, % at 10 µM | 0.01% of 290,000 active | AID 1984, 2009;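 active means EGFP signal decrease of at least 30% at 10 µM or well 3 SD below plate mean, unless failing retest; inactive means the rest, including hits failing retest or dose response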; further: some compounds called inactive have numbers as strong as hits; many of its hits are not listed in these tables
Target sequence (Q05BA5 1-1403): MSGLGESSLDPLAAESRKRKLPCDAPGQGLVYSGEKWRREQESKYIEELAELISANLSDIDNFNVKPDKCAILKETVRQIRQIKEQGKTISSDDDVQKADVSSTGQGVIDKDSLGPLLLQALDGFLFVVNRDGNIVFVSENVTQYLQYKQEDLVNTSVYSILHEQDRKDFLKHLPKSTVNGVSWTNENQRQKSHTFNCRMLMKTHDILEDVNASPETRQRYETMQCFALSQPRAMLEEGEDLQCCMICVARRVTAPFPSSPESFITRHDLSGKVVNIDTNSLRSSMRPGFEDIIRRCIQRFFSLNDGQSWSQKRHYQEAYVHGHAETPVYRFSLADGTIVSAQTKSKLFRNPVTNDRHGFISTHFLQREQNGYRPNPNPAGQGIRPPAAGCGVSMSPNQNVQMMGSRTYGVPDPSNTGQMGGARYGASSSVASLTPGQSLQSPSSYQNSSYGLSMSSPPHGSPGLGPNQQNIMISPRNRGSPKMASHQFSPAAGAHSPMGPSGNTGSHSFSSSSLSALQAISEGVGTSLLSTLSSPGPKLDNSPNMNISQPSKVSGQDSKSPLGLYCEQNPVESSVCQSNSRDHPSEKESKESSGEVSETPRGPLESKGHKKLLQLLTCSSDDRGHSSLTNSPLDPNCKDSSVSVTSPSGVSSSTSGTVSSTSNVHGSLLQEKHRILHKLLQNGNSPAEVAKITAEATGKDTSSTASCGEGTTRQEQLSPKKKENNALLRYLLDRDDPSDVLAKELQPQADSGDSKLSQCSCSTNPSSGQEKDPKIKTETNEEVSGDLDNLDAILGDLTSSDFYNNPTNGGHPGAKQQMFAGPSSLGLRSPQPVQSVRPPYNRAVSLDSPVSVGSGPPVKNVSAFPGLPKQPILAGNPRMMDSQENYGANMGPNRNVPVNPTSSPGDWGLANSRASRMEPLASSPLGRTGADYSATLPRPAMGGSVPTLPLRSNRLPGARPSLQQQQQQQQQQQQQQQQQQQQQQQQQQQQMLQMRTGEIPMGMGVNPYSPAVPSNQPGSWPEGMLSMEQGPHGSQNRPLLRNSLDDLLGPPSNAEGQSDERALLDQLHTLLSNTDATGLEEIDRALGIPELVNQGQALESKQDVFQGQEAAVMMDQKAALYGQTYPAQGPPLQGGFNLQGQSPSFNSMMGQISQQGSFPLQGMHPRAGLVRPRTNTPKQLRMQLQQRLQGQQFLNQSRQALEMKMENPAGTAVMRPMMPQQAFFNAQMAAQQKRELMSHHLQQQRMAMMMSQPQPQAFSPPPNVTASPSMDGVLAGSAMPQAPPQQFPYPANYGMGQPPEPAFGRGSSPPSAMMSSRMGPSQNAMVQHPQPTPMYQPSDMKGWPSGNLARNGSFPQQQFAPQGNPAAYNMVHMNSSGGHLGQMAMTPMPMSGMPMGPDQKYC
IDE cell activ – human IDE activators in live cells, primary screen, fluorescence polarization, HEK cells, FAbeta-B substrate; FAbeta-B cleavage; 0% vehicle, 100% cell-free pure enzyme wells; Insulin-degrading enzyme (Homo sapiens), P14735; activation, % at 5.96 µM; 0.073% of 340,000 active; AID 493087, 2011;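 active means activation above the mean of all tested compounds plus 3 SD, set per screening campaign, cut at about 17% in these data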
IMP-1 inh – IMP-1 metallo-beta-lactamase inhibitors, primary screen, biochemical, epi-absorbance readout, Pseudomonas aeruginosa enzyme. inhibition, % at 5.6 µM. 0.45% of 290,000 active. purified IMP-1, nitrocefin hydrolysis, epi-absorbance fluorescence. metallo-beta-lactamase IMP-1 (Pseudomonas aeruginosa);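 active means inhibition above the mean plus 3 SD of all compounds in the same screening run, cut at about 4.5% in these data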;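 further: 0% = IMP-1 with DMSO and 100% = DMSO wells lacking enzyme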
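System – purified recombinant IMP-1 beta-lactamase · Input – IMP-1 dispensed at 0.2 nM · Timing – 15 min preincubation plus 25 min reaction at 25 °C · Signal – Epi-absorbance fluorescence, 480 nm excitation, 530 nm emission · Measure – percent IMP-1 inhibition derived from blank-referenced optical density · Controls – Enzyme-plus-DMSO low control, enzyme-free DMSO high control · Replication – singlicate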
UBC9 SUMO inh – inhibitors of in vitro SUMOylation cascade, primary screen, biochemical, HTRF, uHTS; SUMO-conjugating enzyme UBC9 (Homo sapiens), P63279; HTRF SUMOylation assay, SAE1/SAE2 + UBC9; inhibition, % at 35 µM; 0.36% of 290,000 active; AID 2006, 2009; in the data active means inhibition above about 50%, passing the limit was not always enough; further: strong numbers were not always called active
MEKK3 PB1 HTS – modulators of MEKK3-MEK5 PB1 binding, primary screen, biochemical, wildtype MEKK3, multiplex bead flow cytometry, Alexa488-MEK5; bead-based flow cytometry, Alexa488-MEK5 binding to MEKK3; actives lie on both sides; 0 = blocked by unlabeled MEK5, 100 = vehicle; binding response (% of control), % at 10 µM; 1.4% of 290,000 active; AID 1529, 2009;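 active means binding response more than 3 SD above or below the average of its plate-row segment, actives on both sides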;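 further: Alexa488 bead fluorescence after subtracting the streptavidin-only scavenger bead signal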
Starred values were filed as active, the others as inactive; · = not tested or not shown; [ ] = another dose, or the depositor's remark.

SMILES	NS3 helicase inh	FID counter	PHOSPHO1 block	VIM-2 inh	pCIP destab	IDE cell activ	IMP-1 inh	UBC9 SUMO inh	MEKK3 PB1 HTS
COc1ccc(C(=O)NCCCc2ccccc2)cc1OC	28	-19	-2	0.1	21	2	-1.4	-8	92
CC(NS(C)(=O)=O)C(c1cccs1)N1CCN(Cc2ccccc2)CC1 (stereo not given)	-1	2	-6	-2.0	-22	4	-0.8	5	104
COc1ccc(S(=O)(=O)NC(C)CCc2ccccc2)cc1 (stereo not given)	2	-16	16	-2.2	0	-3	-2.6	-11	97
Cc1ccccc1/C(N)=N/OC(=O)/C=C/c1ccccc1	-2	-1	1	-1.9	0	5	-1.4	3	100
CCc1nn(C(C)C(=O)N2CCN(Cc3ccccc3)CC2)c(=O)c2cc3occc3n12 (stereo not given)	3	-28	2	0.2	-3	-2	0.7	23	92
CC1CCc2c(sc3ncnc(N4CCN(S(=O)(=O)c5cccc6nonc56)CC4)c23)C1 (stereo not given)	-3	-3	·	-1.9	·	·	-2.4	·	·
Cc1ccc(S(=O)(=O)N2CCN(CCNC(=O)C(=O)Nc3ccc(F)cc3)CC2)cc1	-5	-22	32	-4.1	-6	-4	-2.5	7	99
O=c1c2ccccc2nc2n1CCN2Cc1ccc(Cl)cc1	-7	-11	-3	-4.8	-3	4	-2.1	5	109
O=C(C1CC1)N1N=C(c2ccncc2)CC1(O)C(F)(F)F (stereo not given)	6	-3	12	-2.0	-11	5	-4.4	13	107
CCN(CC)CCSc1nnc2c3cc(F)ccc3n(Cc3ccccc3)c2n1	-13	-4	23	23*	-9	2	-1.3	7	104
O=C(NCc1cccnc1)Nc1cccc(NC(=O)NCc2cccnc2)c1	10	-9	18	-3.9	-3	-2	-3.6	14	103
N#Cc1nc(-c2ccccc2F)oc1NCCc1ccccn1	·	·	-19	·	2	-2	·	8	104
COC(=O)CSc1nc2sc3c(c2c(=O)n1C1CCCCC1)CCN(C)C3	-1	2	20	-1.7	-8	·	-1.6	10	·
Cc1ccc(-n2c(C)cc(/C=C3\NC(=O)NC3=O)c2C)c(C)c1	-1	-23	2	-2.7	7	-2	-2.8	-3	103
Nc1cccc2c1C(=O)N(C(=O)c1cccc(S(=O)(=O)N3CCCCCC3)c1)C2=O	2	-5	-2	-2.5	2	5	-1.4	19	103
CCOc1ccc2nc(C)cc(C(=O)O)c2c1	22	7	22	1.8	7	6	-0.6	17	0.0*[inhibitor]
CCN(C(=O)CSc1nnc(-c2ccccc2Cl)n1C1CCCC1)C1CCS(=O)(=O)C1 (stereo not given)	-9	-34	37	-0.8	-1	6	-2.5	8	108
Nc1nnnn1/N=C/c1ccc(Br)cc1	10	-4	24	-0.2	-2	5	-1.2	-7	101
Cc1cccc(C)c1OCC(O)CNC(C)C (stereo not given)	2	3	7	-0.9	-9	-2	-1.8	-20	97
CCNc1nc(NCC)nc(-n2nc(C)cc2C)n1	2	-9	-3	-2.9	0	-1	-4.7	12	104
OCCN(Cc1ccccc1)CC1CCCCC1	-2	13	-7	-5.3	13	0	-1.9	-8	101
O=C(COC(=O)COc1ccccc1[N+](=O)[O-])NC1CCCC1	-4	-1	-14	-1.9	8	-5	-3.0	-1	117
CSc1nc2nc(-c3ccccc3)cc(C(F)(F)F)n2n1	11	1	2	1.9	12	3	-5.1	15	107
Cc1c(OCC(=O)NCCCN2CCOCC2)ccc2c(-c3ccccc3)cc(=O)oc12	-22	14	26	0.9	-5	-7	-1.5	3	100
CCOC(=O)C(/C(C)=N/NC(=O)C1CC1c1ccccc1)C(C)C (stereo not given)	-1	-3	-1	-1.4	-4	4	-0.6	-1	103
The list continues:
SMILES	NS3 helicase inh	FID counter	PHOSPHO1 block	VIM-2 inh	pCIP destab	IDE cell activ	IMP-1 inh	UBC9 SUMO inh	MEKK3 PB1 HTS
Cc1cc(C)cc(NC(=O)c2ccc(S(=O)(=O)C(F)F)cc2)c1	-6	-8	3	-1.7	5	4	-4.5	-4	144*
CCOC(=O)c1sc2nc3c(cc2c1N)C(=O)CC(C)(C)C3	-7	1	-8	-1.7	-8	-1	-2.1	-1	100
Cc1ccc(CC2C(=O)N(c3ccc(C)cc3)C(=O)C2C)cc1 (stereo not given)	-7	-18	-20	-4.3	-13	2	-2.8	-13	103
CCOc1ccccc1/C=N/Nc1cc(C)nc2ccc(C)cc12	-13	-30	36	1.7	11	15	-0.9	-3	102
C/C(=N\NC(=O)c1ccc(OC2CCCC2)cc1)c1ccc(C)s1	16	-7	-2	-3.6	-9	-1	-5.8	21	98
COc1ccc(NC(=O)CSc2nnnn2Cc2ccccc2)cc1	-1	-10	22	-3.0	-26	1	-3.8	14	110
Cc1cccc(C)c1NC(=O)c1ccc(-c2ccc(Cl)cc2Cl)o1	16	-10	-2	-0.4	-6	-3	-1.9	-13	106
COc1ccc(COC(=O)N/N=C(\C)CC(=O)Nc2c(C)cc(C)cc2C)cc1	1	-15	20	-1.1	4	4	-1.3	11	·
Cc1ccc(CNC(=O)c2ccc3c(c2)NC(=O)CS3)cc1	-7	-20	-39	-5.0	8	3	-2.0	0	98
COc1cccc(CN2CC(C(=O)NCCn3ccc(C)n3)CCC2=O)c1 (stereo not given)	-5	-9	12	-2.0	-8	1	-0.9	7	108
CCOc1cccc(-c2nnc3sc(-c4ccco4)nn23)c1	3	-4	64*	-1.6	4	4	-2.9	29	81
CC(C)(C)OC(=O)NCCc1nnc(SCc2ccccc2)o1	-5	-27	6	-0.2	6	·	-2.2	24	94
O=C(NC1CCCCC1)c1cc(S(=O)(=O)N2CCOCC2)ccc1Cl	30	-6	15	-2.0	-8	2	-3.2	-19	99
Cc1ncc([N+](=O)[O-])n1CC(O)CCl (stereo not given)	-4	-1	8	-2.6	-5	-4	-2.9	14	87
COc1cccc(CNC(=O)CN(c2cc(C)cc(C)c2)S(=O)(=O)c2c(C)noc2C)c1	-4	-27	-15	-4.1	-9	1	-2.4	-6	101
CCc1cccc(C)c1NC(=S)N(CCN(C)C)Cc1cccs1	11	8	-3	-2.7	-5	4	-4.2	-3	102
COc1cc(/C=N\NC(=O)c2ccc(-c3ccccc3)cc2)cc(OC)c1O	-13	-28	13	-5.2	4	-12	-1.0	-4	101
CCCOc1ccc(CC(=O)NCC2(c3ccccc3)CCOCC2)cc1OC	-1	-30	14	-2.0	-10	1	-1.6	0	87
Cc1nnc(N2CCC(C(=O)N3CCCCC3)CC2)c2nn(-c3ccc(Cl)cc3)c(C)c12	-22	-1	-4	1.9	0	1	1.4	·	99
COC(=O)c1ccccc1NC(=O)CN1C(=O)c2ccccc2S1(=O)=O	4	0	0	-2.4	-2	3	-2.3	-20	98
CC(C)(C)c1ccccc1OCCCCCNCCO	-27	20	0	-2.5	2	1	-3.3	-14	103
Cc1ccc(S(=O)(=O)N2CCOCC2)cc1C(=O)Nc1nc(-c2cccnc2)cs1	3	-1	0	-5.6	9	-4	-5.0	-5	89
CC(C)CC(C(=O)Nc1cccc(O)c1)N1C(=O)c2ccccc2C1=O (stereo not given)	3	-16	18	-2.3	-5	-2	-3.0	-4	101
CC(C)N=C(NC#N)SCc1ccc(F)cc1	0	1	-12	-1.7	-2	2	-2.2	15	99
CCOc1ccc(N2CC(C(=O)Nc3ccccc3OC)CC2=O)cc1 (stereo not given)	11	-20	4	-4.8	2	3	-5.3	-8	103
Carrying on.
SMILES	NS3 helicase inh	FID counter	PHOSPHO1 block	VIM-2 inh	pCIP destab	IDE cell activ	IMP-1 inh	UBC9 SUMO inh	MEKK3 PB1 HTS
CN(c1ccccc1)S(=O)(=O)c1cccc(NC(=O)Cn2cnc3c2c(=O)n(C)c(=O)n3C)c1	7	0	-4	-1.0	-5	1	-4.5	-14	95
CCOc1ccc(N=c2scc(-c3ccccc3)n2CCO)cc1	-1	-16	98*	-4.3	-6	-2	-1.3	10	100
Cc1ccc(C(=O)NCC(=O)Nc2ccc(F)c(F)c2F)cc1	1	-4	16	-3.0	8	4	-2.5	-6	103
CCCOC1CCCN(C(=O)c2cc(Cl)c(Cl)cc2C(=O)O)C1 (stereo not given)	11	2	-2	-1.4	-1	0	-5.4	3	101
CC1CCCC(NC(=O)CSc2ccc(F)cc2)C1C (stereo not given)	2	-13	32	-3.9	-14	-3	-4.2	2	88
NNC(=O)CCCNc1ncc(C(F)(F)F)cc1Cl	1	-13	-12	-2.1	-1	2	-4.3	3	107
COc1cc(CN2CCNC(=O)C2CC(=O)NCCC2=CCCCC2)cc(OC)c1 (stereo not given)	-1	-24	28	-2.0	-2	5	-0.5	-19	66

The list is partial; count on the stated rates, not on these rows.
